# Compound activity (PubChem)
# COUP-TFII inh: inhibitors of human COUP-TFII (NR2F2). inhibition, % at 8.6 µM. P24468. HEK293T NGFI-A luciferase reporter, luminescence. 370,000 tested, 0.7% active. AID 686940;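 active means inhibition above a per-plate cutoff, mean inhibition of test wells between control levels plus 3 SD, cut at about 38% in these data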;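 further: cells cotransfected with COUP-TFII expression vector driving the NGFI-A reporter; 0% = median of COUP-TF2 test wells and 100% = reporter-only cells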
# TROY NFkB inh: inhibitors of TROY-dependent NF-kB signaling. Q293 LMP1-TROYcd NF-kB luciferase reporter, 4 h. inhibition, % at 10 µM. 360,000 tested, 0.98% active;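 active means compounds whose plate-normalised and pattern-corrected inhibition of the luciferase reporter signal at the single screening dose is 50% or more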
# SRC3 inh: inhibits human SRC3 coactivator; inhibition, % at 3.6 µM; 360,000 tested, 0.17% active; AID 588352; HEK293 GAL4-SRC3 luciferase reporter, luminescence;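 active means inhibition above a per-campaign cutoff, the mean of all compounds plus 3 SD, cut at about 60% in these data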;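 further: 0% = DMSO-treated cells and 100% = gossypol-treated cells at 36 µM; higher means less SRC3-driven luciferase light from the GAL4 reporter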
# SRC2 inh: human SRC2 (NCOA2) inhibition. Q15596. HEK293 GAL4-SRC2 luciferase reporter, luminescence. inhibition, % at 9 µM. 370,000 tested, 0.17% active. AID 651957;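 active means inhibition above the mean inhibition of all tested compounds plus 3 SD, set per campaign, cut at about 52% in these data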;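 further: 0% = DMSO treated cells and 100% = cells given Gossypol at 36 µM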
# Vif imaging: inhibitors of HIV Vif; HEK293T cells, Vif self-association by quenched fluorescence, imaging, 24 h; 340,000 tested, 0.35% active; AID 602346; inhibition, % at 7.49 µM; in the data active means inhibition above about 50%, passing the limit was not always enough; inconclusive means no clear call, values can overlap the other calls; inactive means below about 31%; further: some results filed as inactive read as strong as hits
# TRAIL sens C8: sensitizes caspase-8 expressing cells to TRAIL; 360,000 tested, 1% active; inhibition (viability loss, TRAIL sensitization), % at 10 µM; NB7+C8 cells + TRAIL, ATPlite viability luminescence;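 active means compounds causing at least 50% loss of cell viability in the single-dose screen, relative to plate controls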
# LRH-1 inv ag: NR5A2 inverse agonism in reporter assay; AID 602396; 360,000 tested, 0.13% active; inhibition, % at 3.6 µM; HEK293T StAR-luciferase reporter, LRH-1 transfected, 24 h; O00482;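 active means inhibition above the mean inhibition of all tested compounds plus 3 SD, cut at about 73% in these data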;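 further: 0% = DMSO wells and 100% = reporter-only cells lacking LRH-1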
# Target sequence (O00482 whole entry, looked up): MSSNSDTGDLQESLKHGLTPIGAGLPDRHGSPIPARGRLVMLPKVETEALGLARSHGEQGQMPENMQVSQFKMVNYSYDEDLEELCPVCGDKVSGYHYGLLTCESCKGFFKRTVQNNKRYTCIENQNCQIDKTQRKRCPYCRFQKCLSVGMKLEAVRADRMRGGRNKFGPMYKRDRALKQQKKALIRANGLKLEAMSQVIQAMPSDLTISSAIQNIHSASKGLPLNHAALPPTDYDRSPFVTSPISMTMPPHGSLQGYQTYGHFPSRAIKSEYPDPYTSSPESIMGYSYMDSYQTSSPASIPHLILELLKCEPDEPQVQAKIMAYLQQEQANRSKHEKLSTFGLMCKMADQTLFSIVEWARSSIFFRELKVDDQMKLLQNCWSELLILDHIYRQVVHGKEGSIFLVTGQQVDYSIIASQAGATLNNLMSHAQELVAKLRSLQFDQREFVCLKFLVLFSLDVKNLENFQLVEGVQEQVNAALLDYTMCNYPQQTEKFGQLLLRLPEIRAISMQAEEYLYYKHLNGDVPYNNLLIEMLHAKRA
# NOD2 RIPK2 PPI: NOD2-RIPK2 protein interaction inhibition. inhibition, % at 4.98 µM. AID 624267. CHO BLA complementation NOD2-RIPK2, CCF4 ratio. 360,000 tested, 0.38% active; in the data active means inhibition above about 21%;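 further: 0% = vehicle only and 100% = reference blocker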
# Target sequence (O43353 whole entry, looked up): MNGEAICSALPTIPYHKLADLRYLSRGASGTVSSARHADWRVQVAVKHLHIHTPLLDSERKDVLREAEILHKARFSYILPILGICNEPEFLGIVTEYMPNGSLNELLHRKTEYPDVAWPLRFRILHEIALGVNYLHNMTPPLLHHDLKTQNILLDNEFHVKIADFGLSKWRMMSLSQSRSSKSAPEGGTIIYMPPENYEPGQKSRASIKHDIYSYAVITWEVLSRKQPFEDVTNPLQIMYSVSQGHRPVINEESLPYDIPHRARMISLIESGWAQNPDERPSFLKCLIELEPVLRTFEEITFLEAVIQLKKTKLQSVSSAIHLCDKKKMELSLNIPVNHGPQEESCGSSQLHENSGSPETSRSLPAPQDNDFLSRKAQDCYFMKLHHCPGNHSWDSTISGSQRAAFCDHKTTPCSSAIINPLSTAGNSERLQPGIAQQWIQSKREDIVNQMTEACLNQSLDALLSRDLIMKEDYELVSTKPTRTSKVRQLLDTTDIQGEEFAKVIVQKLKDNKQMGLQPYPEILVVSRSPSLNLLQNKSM
# EBV LMP1 NFkB: inhibitors of Epstein-Barr LMP1-induced NF-kappaB reporter; LMP1-induced NF-kappaB luciferase reporter cells, luminescence; inhibition, % at 12.5 µM; 350,000 tested, 0.69% active; in the data active means inhibition above about 41%; inconclusive means no clear call, values can overlap the other calls;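 further: 0% = neutral control wells and 100% = reference inhibitor control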
# TLR9-MyD88 inh: inhibitors of human TLR9-MyD88 binding; 340,000 tested, 0.21% active; Q9NR96+Q99836; CHO BLA complementation TLR9-MyD88, CCF4 FRET ratio; inhibition, % at 4.98 µM;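 active means inhibition above the mean over all tested compounds plus 3 SD, cut at about 21% in these data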;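 further: 0% = DMSO only wells and 100% = clavulanate BLA inhibitor control wells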
# SRC1 inh: human NCOA1 inhibition | HEK293 GAL4-SRC1 luciferase reporter, luminescence | inhibition, % at 3.6 µM | 360,000 tested, 0.12% active;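 active means inhibition above the campaign mean plus 3 SD, with each screening campaign given its own cutoff, cut at about 60% in these data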;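 further: 0% = DMSO treated cells and 100% = gossypol at 36 µM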
# * = called active by the depositor; ? = inconclusive; . = no result given.
SMILES,COUP-TFII inh,TROY NFkB inh,SRC3 inh,SRC2 inh,Vif imaging,TRAIL sens C8,LRH-1 inv ag,NOD2 RIPK2 PPI,EBV LMP1 NFkB,TLR9-MyD88 inh,SRC1 inh
CCc1ccccc1NC(=O)CNC(=O)c1cc(C2CC2)nc2c1cnn2C(C)C,0.4,8.8,9.9,9.9,-5.6,0.0,3.8,-8.1,-2.7,-7.1,-4.3
CC(=O)c1ccc(NC(=O)CSC2=NS(=O)(=O)c3cc(Cl)ccc3N2)cc1,-11.7,-7.9,-2.6,-7.1,-1.9,3.5,47.2,-14.2,-13.0,-3.8,-5.1
Cc1cc2oc3c(c(=O)c2cc1C)C(c1ccc(C(C)C)cc1)N(CCCN1CCOCC1)C3=O (centres undefined),8.7,-0.6,1.2,4.1,20.5,7.7,3.6,-0.2,8.1,-12.1,1.0
COc1ccccc1CCNC(=O)C1CCC(=O)N(C2CCCCCC2)C1 (centres undefined),-7.7,-3.1,-7.4,-12.6,10.0,-1.5,0.8,-2.3,-0.1,-3.4,-0.2
O=C(CN1C(=O)COc2ccccc21)N(CCCN1CCOCC1)CC1CC=CCC1 (centres undefined),.,-14.5,15.9,.,7.3,-10.9,13.8,4.7,4.3,10.2,6.4
CC(Oc1ccc(Br)cc1)C(=O)NC1CCCCCC1 (centres undefined),-20.3,-41.7,12.1,-19.5,-2.5,-1.4,-2.8,-1.8,-10.5,7.3,-27.6
CC(=O)C1=C(C)Nc2ncnn2C1c1ccccc1Cl (centres undefined),14.2,-6.9,18.2,-20.4,-4.3,-16.3,8.0,6.5,2.0,0.0,5.0
CCOC(=O)c1c(NC(=O)CSc2nnc(Cc3ccccc3)o2)sc(C(C)=O)c1C,10.8,7.7,3.6,11.7,-4.9,0.9,21.5,-9.8,16.9,-2.6,-2.9
CC(=O)c1cccc(NC(=O)c2ccccc2N(C)S(=O)(=O)c2ccc(C)cc2)c1,8.5,-6.1,15.7,36.5,-2.4,5.9,10.1,-0.9,1.1,3.8,6.8
O=C(CCn1c(=O)oc2cc(Cl)ccc21)Nc1ccc(N2CCOCC2)cc1,-7.4,-9.5,0.4,9.6,-0.5,-9.9,6.9,-8.3,4.6,-16.9,-2.9
Nc1ccccc1C(=O)NC1CCCCNC1=O (centres undefined),-17.7,-16.1,7.4,-25.8,8.0,-1.6,6.8,-2.3,-1.8,-0.6,6.5
CCc1ccc(NC(=O)C(C)OC(=O)/C=C/c2ccc(O)c(OC)c2)cc1 (centres undefined),-13.5,2.2,-12.6,-4.4,?,12.2,-7.7,3.3,2.6,13.1,-16.1
CCCCOCCCN1CC(=O)N2C(C)c3[nH]c4ccccc4c3C[C@H]2C1=O (some centres undefined),23.4,-8.1,18.0,-49.4,-3.9,-0.3,3.6,-1.1,8.5,-6.8,5.8
Cc1cc(C)n2nc(SCC(=O)c3cc(C)n(CC4CCCO4)c3C)nc2n1 (centres undefined),3.1,-6.1,-3.9,17.4,-4.9,-1.7,5.2,-5.0,2.8,5.0,-11.6
Cn1c(=O)c2cc(NCc3ccccc3)nnc2n(C)c1=O,-4.7,0.6,10.6,-2.8,-2.5,1.6,34.0,0.5,-3.3,-7.7,20.1
O=C(NCCO)c1cccc(-c2cnc3c(Nc4cccc(OC(F)(F)C(F)F)c4)nccn23)c1,9.0,45.5,-65.2,-34.8,-5.3,33.3,-29.3,11.8,.,.,-36.8
C/C(=N\NC(=S)NC1CCCCC1)c1ccc(O)cc1,-13.4,-4.2,-21.6,-12.8,-5.8,-0.2,-12.7,-9.9,-23.1,16.3,15.5
Cc1ccc(/C=c2\sc3nc(-c4cccs4)nn3c2=O)o1,-5.0,-10.9,10.8,3.2,-1.9,-20.9,-17.4,3.3,1.4,2.1,-3.2
Nc1nnc(SCc2coc(-c3ccc(Cl)cc3)n2)s1,-3.1,-37.7,-38.2,-44.2,-10.8,8.9,-101.3,-2.5,-38.6,5.7,-73.7
NS(=O)(=O)c1ccc(N2CCN(C(=O)C3COc4ccccc4O3)CC2)nc1 (centres undefined),21.9,1.9,8.8,18.9,13.7,12.8,14.5,-1.3,-19.9,5.2,-3.6
CC1CN(C(=O)CCC(=O)N2CCCCC2)c2cc(Cl)ccc2O1 (centres undefined),3.3,-0.7,14.5,17.8,3.6,-3.3,8.8,-7.1,-4.6,-9.3,7.3
COc1cccc(CNC(=O)CNS(=O)(=O)c2ccc(Br)s2)c1,-1.5,-0.5,3.1,17.7,-0.6,-10.9,-7.2,-5.9,-0.2,1.2,-7.5
Cc1ccc(NC(=O)CSc2n[nH]c(-c3cccnc3)n2)c(Br)c1,3.8,13.4,3.9,-23.4,14.6,2.9,-0.7,-7.7,-3.5,7.3,19.5
CCO[C@@H]1OC(C(N)=O)=C[C@H](c2coc3ccccc3c2=O)[C@H]1CCCO,-12.7,-13.1,-30.6,-6.9,2.6,-7.4,-4.1,-4.8,-12.2,-3.5,-0.7
CCCCn1c(N)c(N(CC(C)C)C(=O)c2cc(-c3ccco3)nc3ccccc23)c(=O)[nH]c1=O,3.4,19.6,-48.4,-12.5,.,-16.6,6.7,2.4,-7.9,-4.1,-68.5
O=C(Nc1ccnn1C1CCN(C(=O)c2c(F)cccc2F)CC1)C1CC1,-13.0,19.4,2.6,12.8,18.2,-8.7,15.3,2.4,-4.5,3.7,4.2
CCOC(=O)CN(C(=O)COc1nc(-c2ccccc2)cc(C)c1C#N)c1ccccc1,9.8,-3.4,18.0,-24.2,-1.6,-2.0,7.8,7.1,-9.4,-4.9,10.3
COc1ccc(-n2ncc3c(=O)n(CC(=O)Nc4ccc(S(=O)(=O)N5CCOCC5)cc4)cnc32)cc1,18.7,7.1,4.9,7.9,0.9,-11.6,-4.2,-0.5,-14.1,-11.6,15.0
NC(=O)Cn1cnc2c(nnn2-c2ccc(F)cc2)c1=O,10.5,-1.3,13.1,1.6,0.3,3.9,17.8,-7.3,-11.4,-6.2,-3.7
Clc1ccc(-n2cccc2)cn1,22.8,-4.4,1.9,-32.2,6.0,5.2,7.7,0.8,0.0,3.6,-5.6
COc1ccccc1-n1cnnc1SCC(=O)Nc1cc(C)on1,-0.6,6.8,12.5,-10.6,-0.8,-1.6,7.3,-9.1,5.5,3.5,10.6
COCCNC(=O)Cn1nc(C)c2ccccc2c1=O,-9.3,5.5,0.8,-8.9,-2.4,-1.4,-6.9,4.6,-1.3,4.0,-25.2
C=CCn1c(SCC(=O)N2CCc3ccccc3C2)nc2sc(CC)cc2c1=O,6.1,2.5,8.4,9.8,-14.5,8.7,10.4,2.3,-4.0,14.6,13.2
CCOC(=O)c1ccc2c(c1)N(CC(=O)N1CCCC1)C(=O)C(C)(C)O2,-9.4,3.6,14.4,-13.9,3.4,6.8,7.8,1.8,-8.3,-2.3,-1.9
NC(=O)[C@@H]1CC2(CC(c3cccc(NC(=O)CC(c4ccccc4)c4ccccc4)c3)=NO2)CN1C(=O)[C@@H]1CCC(=O)N1 (some centres undefined),8.5,1.6,-1.7,-7.3,.,-16.6,9.5,-5.5,8.6,0.7,9.3
O=C(CCCCn1c(=O)[nH]c2ccccc2c1=O)NCCC1=CCCCC1,-17.0,-19.5,19.2,-20.5,-3.8,16.3,-12.7,-5.6,-3.3,-1.1,-14.2
COC(=O)c1ccc2nc(C)cc(Nc3ccccc3C)c2c1,1.3,-6.0,-7.8,-3.6,2.9,-11.8,14.7,9.3,14.7,1.8,6.8
CCN1CCN(c2ncnc3c2c(-c2ccccc2)cn3-c2ccc(F)cc2)CC1,14.8,6.2,1.9,1.5,-2.0,7.2,11.5,0.7,0.4,-13.9,3.2
CC(C)=CCN1CCN(C/C(Cl)=C/c2ccccc2)CC1CCO (centres undefined),0.3,-2.6,5.6,0.4,-5.5,-6.1,-1.9,1.5,3.0,-2.0,1.2
COc1ccc(NC(=O)Cn2nnc(-c3ccc(CN4CCOCC4)cc3)n2)c(OC)c1,1.2,9.8,-10.8,2.3,-10.8,-11.3,6.9,4.3,-1.0,-10.5,10.6
Cn1c(SCC(=O)NNC(=O)c2ccccc2O)nnc1-c1ccccc1,-0.1,-27.0,-5.5,-23.4,11.2,13.5,4.9,3.8,-1.1,-3.9,6.2
N#C/C(=C\c1ccc(F)cc1)C(=O)Nc1ccccn1,-5.8,5.0,9.5,6.6,-6.6,2.4,3.7,-0.6,-6.3,-12.2,-4.3
COc1cc(OC)c2c(-c3ccccc3)cc(C3CCCCC3)nc2c1,6.8,-8.6,-7.0,1.8,.,-14.4,-2.1,-5.0,1.6,-8.1,-4.3
CC(=O)c1ccc(N2CCN(C(=O)/C=C/c3ccc(S(=O)(=O)N4CCOCC4)cc3)CC2)cc1,7.5,-4.4,0.3,7.8,-12.9,10.4,21.0,-6.8,10.2,-5.5,-5.1
COc1ccccc1NC(=O)CSc1nnc(-c2ccoc2C)n1CC1CCCO1 (centres undefined),18.9,-12.3,6.0,3.3,-1.6,-9.1,8.3,2.1,5.4,2.3,3.8
CC(=O)Nc1ccccc1Nc1nc(NCCO)nc(N2CCCC2)n1,-7.4,-10.1,20.8,17.0,0.0,-10.4,8.8,3.1,-4.9,2.7,1.1
COC(=O)N/N=C\C=C\c1ccc2c(c1)OCO2,-19.9,-32.6,-46.7,-67.5,-8.6,27.2,-77.2,-7.1,-4.3,4.5,-74.4
Nc1ccn([C@@H]2O[C@H](CNC(=O)[C@@H](Cc3cn(COCc4ccccc4)cn3)NC=O)[C@@H](O)[C@H]2O)c(=O)n1,-12.9,0.1,6.9,14.3,-4.4,1.8,0.1,-9.8,2.6,-3.0,-18.2
Fc1cccc(CN2CCN3CCCC3C2C2CCCCC2)c1 (centres undefined),-8.4,-11.0,-13.0,6.4,-3.1,-2.4,14.9,-8.2,-3.0,-3.4,-1.3
CCOCCc1nn2c(=O)cc(CSCC(=O)Nc3cc(C)cc(C)c3)nc2s1,-30.4,13.8,-13.6,3.4,1.9,-0.2,-27.5,0.7,-2.2,-4.2,12.6

# Entries of single compounds from above:
# `COc1ccccc1NC(=O)CSc1nnc(-c2ccoc2C)n1CC1CCCO1` (centres undefined) as listed: COUP-TFII inh: 18.9; TROY NFkB inh: -12.3; SRC3 inh: 6.0; SRC2 inh: 3.3; Vif imaging: -1.6; TRAIL sens C8: -9.1; LRH-1 inv ag: 8.3; NOD2 RIPK2 PPI: 2.1; EBV LMP1 NFkB: 5.4; TLR9-MyD88 inh: 2.3; SRC1 inh: 3.8
# `N#C/C(=C\c1ccc(F)cc1)C(=O)Nc1ccccn1` as listed: COUP-TFII inh: -5.8; TROY NFkB inh: 5.0; SRC3 inh: 9.5; SRC2 inh: 6.6; Vif imaging: -6.6; TRAIL sens C8: 2.4; LRH-1 inv ag: 3.7; NOD2 RIPK2 PPI: -0.6; EBV LMP1 NFkB: -6.3; TLR9-MyD88 inh: -12.2; SRC1 inh: -4.3
# `CC(=O)c1ccc(N2CCN(C(=O)/C=C/c3ccc(S(=O)(=O)N4CCOCC4)cc3)CC2)cc1` as listed: COUP-TFII inh: 7.5; TROY NFkB inh: -4.4; SRC3 inh: 0.3; SRC2 inh: 7.8; Vif imaging: -12.9; TRAIL sens C8: 10.4; LRH-1 inv ag: 21.0; NOD2 RIPK2 PPI: -6.8; EBV LMP1 NFkB: 10.2; TLR9-MyD88 inh: -5.5; SRC1 inh: -5.1

# Not all compounds are listed; rates above refer to the full screens.
